# HKDC1 inhibitor: HKDC1 (human) hexokinase inhibition; recombinant HKDC1, G6PDH/diaphorase resazurin coupled fluorescence; actives 0.16% (n = 340,000); Q2TB90; inhibition, % at 20 µM; AID 493160;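 active means inhibition above about 35% when tested at 20 µM, limit read from the data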;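 further: plate controls were DMSO wells with enzyme for no effect and DMSO wells lacking enzyme for full effect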
#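 Test system: Recombinant HKDC1 (HK5) hexokinase enzyme, produced in-house | Input: HKDC1 at 5 µg/mL | Buffer or medium: Tris pH 8.0 buffer with MgCl2, Tween-20, BSA, BME | Schedule: 90 min reaction incubation at room temperature, dark | Technique: Resazurin-to-resorufin fluorescence via G6PDH and diaphorase coupling, 525/613 nm | Controls: DMSO wells with and without enzyme mix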
# PfG6PD inh: PfG6PD (Plasmodium falciparum) enzyme inhibition. PfGluPho enzyme, NADPH resazurin-diaphorase fluorescence. inhibition, % at 20 µM. actives 0.78% (n = 350,000). AID 504690;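 active means inhibition reaching at least a set limit at 20 µM in the primary screen, cut at about 59% in these data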;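 further: 0% = DMSO wells with substrate and 100% = DMSO wells lacking glucose-6-phosphate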
# hIAP inh: blocks human intestinal alkaline phosphatase; P09923; purified IAP, CDP-Star luminescence, 30 min; inhibition, % at 10 µM; actives 0.12% (n = 330,000);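 active means inhibition reaching a set limit with compound at 10 µM in the primary screen, cut at about 35% in these data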;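 further: plate controls were DMSO wells with enzyme for no effect and no-enzyme buffer wells for full effect; values of inactives mirror those of a sister screen read the other way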
# Target sequence (P09923 whole entry, looked up): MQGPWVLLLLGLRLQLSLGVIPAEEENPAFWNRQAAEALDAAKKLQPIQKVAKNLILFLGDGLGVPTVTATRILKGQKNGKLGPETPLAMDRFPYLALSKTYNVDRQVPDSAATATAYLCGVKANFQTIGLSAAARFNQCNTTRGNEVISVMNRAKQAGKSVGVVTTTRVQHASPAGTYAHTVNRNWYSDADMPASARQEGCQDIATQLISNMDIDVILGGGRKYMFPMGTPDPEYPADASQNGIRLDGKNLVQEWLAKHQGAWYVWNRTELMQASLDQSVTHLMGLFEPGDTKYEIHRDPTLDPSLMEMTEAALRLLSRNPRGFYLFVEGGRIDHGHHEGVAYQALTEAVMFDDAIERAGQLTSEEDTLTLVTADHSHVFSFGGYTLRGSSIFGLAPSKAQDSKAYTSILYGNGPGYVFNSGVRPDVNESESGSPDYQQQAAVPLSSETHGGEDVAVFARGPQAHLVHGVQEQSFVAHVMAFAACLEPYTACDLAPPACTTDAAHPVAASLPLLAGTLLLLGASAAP
# hIAP activ: human IAP activation. actives 0.16% (n = 330,000). purified human IAP, CDP-Star luminescence, 30 min; active compounds read high; 1 = vehicle-only enzyme, 0 = enzyme-free background. P09923. activation factor at 10 µM;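 active means activation factor of the enzyme at least 2-fold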; further: the source names both 10 and 20 µM as test concentration; values of inactives mirror those of a sister screen read the other way
# ATG4B inh: ATG4B (human) cysteine protease inhibition; actives 0.51% (n = 340,000); ATG4B cleavage of LC3-PLA2, NBD-HPC fluorescence, 1 h; Q9Y4P1; inhibition, % at 8.33 µM; in the data active means inhibition above about 40%
# Target sequence (Q9Y4P1 whole entry, looked up): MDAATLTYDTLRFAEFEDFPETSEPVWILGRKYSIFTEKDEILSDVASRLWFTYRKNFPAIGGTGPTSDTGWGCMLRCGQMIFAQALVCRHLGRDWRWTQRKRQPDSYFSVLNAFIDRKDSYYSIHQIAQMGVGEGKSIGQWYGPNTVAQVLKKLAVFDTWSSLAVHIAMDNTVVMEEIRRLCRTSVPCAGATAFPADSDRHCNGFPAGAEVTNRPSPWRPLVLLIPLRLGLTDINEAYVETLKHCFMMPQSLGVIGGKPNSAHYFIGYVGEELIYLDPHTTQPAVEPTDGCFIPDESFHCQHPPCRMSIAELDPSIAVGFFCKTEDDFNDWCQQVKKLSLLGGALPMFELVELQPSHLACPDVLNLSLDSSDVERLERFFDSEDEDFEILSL
# A3A deaminase: blocks human APOBEC3A ssDNA deamination; P31941; recombinant A3A, FAM/TAMRA ssDNA deamination fluorescence; inhibition, % at 20 µM; actives 0.41% (n = 330,000);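 active means at least 40% inhibition at 20 µM here, with at most 30% in a related deaminase screen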;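 further: plate controls were A3A with DMSO for no effect and wells lacking A3A enzyme for full effect; some results filed as inactive read as strong as hits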
# mIAP inh: mouse IAP inhibition | purified mouse IAP, CDP-Star luminescence, 30 min | inhibition, % at 10 µM | actives 0.2% (n = 330,000);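 active means inhibition of at least 40% at 10 µM in the primary screen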;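 further: plate controls were DMSO with enzyme for no effect and no enzyme wells for full effect; values of inactives mirror those of a sister screen read the other way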
# mIAP activ: increases mouse intestinal alkaline phosphatase activity; actives 0.24% (n = 330,000); muIAP, CDP-Star luminescence, 30 min; active compounds read high; 1 = vehicle-only enzyme signal, 0 = enzyme-free wells; activation factor at 10 µM; AID 2805;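 active means activation factor of at least 2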; further: the source names both 10 and 20 µM as test concentration; values of inactives mirror those of a sister screen read the other way
#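 Assay system: mouse IAP enzyme / Compound: DMSO-dissolved test compounds / Timing: 30 min, room temperature / Measured by: luminescence from enzymatic CDP-Star hydrolysis / Control set: DMSO-only wells, enzyme-free buffer wells as negative control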
# An asterisk follows results filed as active. No enrichment for hits; about 2.4% have a hit in one of these screens.
HKDC1 inhibitor,PfG6PD inh,hIAP inh,hIAP activ,ATG4B inh,A3A deaminase,mIAP inh,mIAP activ,compound
-7,-2,17,0.83,-18,-2,9,0.91,CCOC(=O)c1c(C)c(C(=O)NCCc2ccccc2)c(C)n1C
-12,2,12,0.88,3,1,20,0.81,C/C(=N\Nc1cccc2cccnc12)c1ccc[nH]1
0,0,-13,1.1,-4,6,4,0.96,CC(=O)c1sc(NC(=O)C2CCN(C(=O)c3ccc(F)cc3)CC2)nc1-c1ccccc1
17,3,3,0.97,3,-7,0,1,O=[N+]([O-])c1cccc(CSc2ncnc3ccccc23)c1
-1,-8,-4,1,-5,-2,-6,1.1,Cc1nn(-c2ncc(C(F)(F)F)cc2Cl)c(=O)n1-c1ccccc1
-3,-12,11,0.89,-7,-2,12,0.88,CC(NC(=O)CN1CCCC1)C12CC3CC(CC(C3)C1)C2 (stereo not given)
0,32,-20,1.2,2,-7,-4,1,O=c1c2c(-c3ccc([N+](=O)[O-])cc3)csc2nc2n1CCCCC2
-6,-15,-8,1.1,9,-4,2,0.98,Cc1ccc(C(=O)Cc2nnc(C)s2)cc1
-2,2,-3,1,4,-5,-1,1,S=C1NC[C@H](CC2CCCCC2)N1CC1CCCCC1
-2,6,-6,1.1,-24,0,6,0.94,O=C(COc1ccc(Br)cc1)N1CCN(S(=O)(=O)/C=C/c2ccccc2)CC1
-1,-3,-10,1.1,2,-4,10,0.9,O=C1CCCCN1CCC(=O)N1CCCC(Nc2ccccc2)C1 (stereo not given)
-1,-26,0,1,-5,0,14,0.86,O=C(c1ccc(O)cc1)c1ccc(O)cc1O
-12,-9,10,0.9,-14,-1,0,1,c1ccc(COc2ccc(Oc3nc(N4CCCCC4)nc(N4CCOCC4)n3)nn2)cc1
0,12,-6,1.1,4,4,33,0.67,COc1ccc(NS(=O)(=O)c2cc([N+](=O)[O-])ccc2N/N=C\c2c(C)[nH]c3ccccc23)cc1
-4,8,-13,1.1,4,-1,-1,1,CCN(CC(=O)Nc1c(F)cccc1F)C(=O)C1CCN(c2ncnc3sc(C)c(C)c23)CC1
0,-2,-10,1.1,-10,-1,12,0.88,O=C1N=C(N2CCCC2)S/C1=C\C=C\c1ccccc1
-1,-9,-21,1.2,-4,0,2,0.97,CCc1ccc(CN2CCC(C(=O)Nc3cccc(-c4nnc(C)s4)c3)CC2)o1
-2,-16,1,0.99,-1,-2,4,0.96,O=C(COC(=O)c1cc[n+]([O-])cc1)Nc1ccc(Cl)cc1C(F)(F)F
-4,-2,11,0.89,-4,-3,2,0.97,Cc1ccc(C)c(NC(=S)N(C)C)c1
-3,-3,-5,1.1,-5,-2,-1,1,O=C(CCCCCN1C(=O)c2ccccc2C1=O)NCc1ccco1
0,23,-4,1,-9,0,7,0.93,CCOC(=O)c1cnc2ccc(C)cc2c1NCCN1CCOCC1
-4,-26,6,0.94,3,4,8,0.92,O=C(O)c1ccccc1-n1cnnn1
-3,15,22,0.78,-1,-2,11,0.89,CCN(CC)c1ccc(C=C2C(=O)OC(C)(C(C)(C)C)OC2=O)cc1 (stereo not given)
-5,-5,-8,1.1,-9,0,1,0.99,CCOC(=O)N1CCN(c2c(NCCN3CCN(Cc4ccccc4)CC3)c(=O)c2=O)CC1
8,6,14,0.85,11,2,3,0.97,O=C(NCc1ccccc1)C1=C[C@H](c2ccc(C(F)(F)F)cc2)C[C@H](OCCCCO)O1
9,12,3,0.97,-1,-1,-9,1.1,CCCCCn1c(N)c(C#N)c2nc3ccccc3nc21
2,0,12,0.88,-5,0,5,0.95,NS(=O)(=O)c1ccc(CNC(=O)NC2(c3ccccc3)CC2)cc1
-8,-27,-6,1.1,5,1,5,0.95,Cn1c(=O)c(-c2cc(=O)[nH][nH]2)c(O)c2ccccc21
-6,-3,-16,1.2,-19,0,1,0.99,CCc1ccccc1N(C(=O)c1cccs1)C1C=CS(=O)(=O)C1 (stereo not given)
4,-19,6,0.94,-3,-20,8,0.92,COC(=O)Cn1cc(C(=O)OC)cc(Br)c1=O
1,8,7,0.93,-4,0,-5,1,Cc1onc(-c2c(F)cccc2Cl)c1C(=O)c1ccccc1
-9,0,-15,1.2,-5,0,-6,1.1,CCOC(=O)C1CCN(CCC(=O)Nc2cccc(Cl)c2C)CC1
3,-9,-2,1,3,-2,17,0.83,O=[N+]([O-])c1cccc(-c2ccc(C(=S)N3CCOCC3)o2)c1
-4,0,-10,1.1,-4,3,-1,1,CCC(=O)N/C(N)=N/c1nc(C)c2cc(C)c(C)cc2n1
-5,5,-5,1,4,23,4,0.96,COCCn1cnnc1SCC(=O)Nc1cc(C)on1
6,2,6,0.94,-6,4,-7,1.1,COc1cccc(C(=O)Nc2ccccc2OC(F)(F)F)c1
-10,9,1,0.99,0,-4,3,0.97,COC(c1ccccc1)c1nnc(CCC(=O)NCc2ccc3ncccc3c2)o1 (stereo not given)
-7,20,5,0.95,5,-1,0,1,COc1ccc(NC(=O)c2ccc(Br)o2)cc1
-3,-7,-5,1,-3,9,3,0.97,CC(C)CN(C(=O)COC(=O)CN1C(=O)c2ccccc2C1=O)c1c(N)n(Cc2ccccc2)c(=O)[nH]c1=O
-11,9,10,0.9,1,-3,8,0.92,CCN(CC1CCCN(CCc2cccc(OC)c2)C1)C(=O)c1ccoc1 (stereo not given)

# Full records, looked up by structure. Order of values: HKDC1 inhibitor, PfG6PD inh, hIAP inh, hIAP activ, ATG4B inh, A3A deaminase, mIAP inh, mIAP activ
# Listed for `CC(C)CN(C(=O)COC(=O)CN1C(=O)c2ccccc2C1=O)c1c(N)n(Cc2ccccc2)c(=O)[nH]c1=O` : -3, -7, -5, 1, -3, 9, 3, 0.97
# Listed for `COC(c1ccccc1)c1nnc(CCC(=O)NCc2ccc3ncccc3c2)o1` (stereo not given) : -10, 9, 1, 0.99, 0, -4, 3, 0.97
# Listed for `CCc1ccccc1N(C(=O)c1cccs1)C1C=CS(=O)(=O)C1` (stereo not given) : -6, -3, -16, 1.2, -19, 0, 1, 0.99
# Listed for `COCCn1cnnc1SCC(=O)Nc1cc(C)on1` : -5, 5, -5, 1, 4, 23, 4, 0.96
# Listed for `Cn1c(=O)c(-c2cc(=O)[nH][nH]2)c(O)c2ccccc21` : -8, -27, -6, 1.1, 5, 1, 5, 0.95

# (further entries)
HKDC1 inhibitor,PfG6PD inh,hIAP inh,hIAP activ,ATG4B inh,A3A deaminase,mIAP inh,mIAP activ,compound
3,-11,11,0.89,1,-8,14,0.86,COc1ccccc1N1CCN(CC(=O)c2ccc3ccn(C(C)=O)c3c2)CC1
-2,-15,-4,1,1,0,-5,1,Cc1ccc(S(=O)(=O)NCC(=O)N(CC(=O)NCC2CCCO2)Cc2ccccc2Cl)cc1 (stereo not given)
4,-12,19,0.81,-6,6,-5,1,COc1ccc(NC(C)=O)cc1S(=O)(=O)Nc1ccccc1C(=O)NCCc1ccccc1
-2,2,4,0.96,-4,2,6,0.94,CCc1noc(C)c1C(=O)N(C)CC(=O)Nc1ccc(OC)cc1
-5,0,9,0.91,-18,-2,15,0.85,COc1ccc(NC(=O)c2cc3c(Cl)nc4ccccc4c3s2)cc1OC
8,-1,-23,1.2,20,-8,-12,1.1,Cc1cc(=O)oc2cc(OCC(=O)Nc3nccs3)ccc12
-2,-1,10,0.91,-3,0,12,0.89,CC(=O)NC(=S)Nc1ccc(NC(=S)NC(=O)c2ccc([N+](=O)[O-])cc2)cc1
-5,4,0,1,-11,3,-9,1.1,CC(=O)NCCNC(=O)c1ccc2c(c1)S(=O)(=O)c1ccccc1C2=O
-5,14,-2,1,-9,48*,1,0.99,COc1ccc(N2CC(C(=O)Nc3ccc(S(=O)(=O)N4CCOCC4)cc3)CC2=O)cc1 (stereo not given)
-4,-4,-25,1.2,-2,-1,7,0.93,Cc1cc(C)nc(-n2nc(C)c(C3(O)C(=O)Nc4ccccc43)c2N)n1 (stereo not given)
-6,39,-6,1.1,-3,4,-9,1.1,O=C(COc1ccc(S(=O)(=O)NC2CCCCC2)cc1Cl)Nc1ccc2c(c1)OCO2
-4,-5,6,0.94,4,0,0,1,CCC(=O)Nc1ccccc1C(=O)N1CCOCC1
1,-2,-14,1.1,-6,0,-2,1,COc1ccc(CCNC(=O)c2c(C)nn(-c3ccccc3)c2Cl)cc1
-2,-14,0,1,-4,-2,2,0.97,CC(=O)Nc1ccc(NC(=O)CN(C)S(=O)(=O)c2ccc3nc(C)sc3c2)cc1
0,-24,13,0.87,6,-3,5,0.95,COc1ccc2nc(NC(=O)CSc3nnc(C)n3N)sc2c1
3,-2,-13,1.1,-6,1,-5,1.1,COc1ccccc1CN(C)C(=O)c1cccc(S(=O)(=O)N2CCCC2)c1
-9,2,5,0.95,-6,2,-5,1.1,Brc1ccc(OCc2ccccc2)c(CNCC2CCCO2)c1 (stereo not given)
12,0,4,0.96,-3,-2,6,0.94,COc1ccc(N(C(=O)c2ccco2)C(C(=O)NC2CCCC2)c2cccs2)cc1 (stereo not given)
10,-10,-11,1.1,0,-1,-8,1.1,O=C(Nc1ccc2oc(-c3ccncc3)nc2c1)c1ccco1
-8,-15,-8,1.1,2,4,5,0.95,CCCc1ccc(OCC(=O)O)cc1
3,-10,-11,1.1,-6,-3,-2,1,Cc1ccccc1S(=O)(=O)Nc1ncc(C(F)(F)F)cc1Cl
-2,3,19,0.81,-22,0,9,0.91,O=C(/C=C\c1cn(-c2ccccc2)nc1-c1ccc2c(c1)OCCO2)N1CCOCC1
-9,-8,-10,1.1,4,4,1,0.99,CCCc1cc2c(cc1NC(=O)c1ccccc1Cl)OCO2
3,1,5,0.95,8,0,7,0.93,CC(=O)Nc1ccc(Cl)c(C(N)=O)c1
-5,7,-6,1.1,25,4,12,0.88,NNc1nccc(Nc2ccccc2C(=O)O)n1
-3,6,-13,1.1,-4,4,-7,1.1,CC(C)C(NC(=O)c1c(F)cccc1F)C(=O)OCN1C(=O)c2ccccc2C1=O (stereo not given)
-5,10,0,1,-10,-2,5,0.95,c1coc(CNC2CCCCCCC2)c1
-5,16,-25,1.2,-5,-1,-4,1,NC(=O)c1nc(C2CCCCC2)nc2c1[nH]c(=O)n2-c1ccc(F)cc1
2,-13,14,0.86,4,-3,23,0.77,CCc1nc(SCC(=O)Nc2ccc(C(=O)O)cc2)n[nH]1
-5,-8,-3,1,6,5,-4,1,O=C(CN1CCOCC1)Nc1ccccc1C(=O)O
-2,8,-19,1.2,0,1,-4,1,CC(C)(C)OC(=O)N1CCC[C@H]1c1nnc(SCc2ccccc2Cl)o1
8,-10,-11,1.1,45*,-3,-12,1.1,CC1CCN(CC(=O)Nc2ccccc2-c2ccccc2)CC1
-7,3,2,0.98,3,-1,6,0.94,Cc1ccc(N2CCN(C(=O)N3CCOCC3)CC2)cc1C
-1,8,14,0.86,3,-4,8,0.92,COc1ccccc1C(=O)Nc1ccc(S(=O)(=O)N2CCC(C)CC2)cc1
-13,60*,-2,1,-1,-5,19,0.81,Cc1nc(NC(=O)c2ccc(Cl)cc2)sc1Cc1ccc2c(c1)OCO2
-7,18,8,0.92,-6,-3,4,0.96,COc1ccc(NC(=O)c2nnn(Cc3ccc(SC)cc3)c2N)c(OC)c1
-4,17,-4,1,7,-3,1,0.99,COCCn1c(SCc2ccccc2)nc2c1c(=O)[nH]c(=O)n2C
4,-13,-6,1.1,-1,-1,-4,1,COc1ccc(CCNC(=O)CN(C)S(=O)(=O)c2ccc3c(c2)CCC(=O)N3)cc1OC
10,-13,-3,1,7,1,7,0.93,CCCCN(c1ccccc1)S(=O)(=O)N(C)C
1,-10,22,0.79,1,-2,3,0.97,COC(=O)C1CCN(c2ccc([N+](=O)[O-])cc2)CC1
